Compound activity from PubChem BioAssay.
APE1 inh: APE1 (human) endonuclease inhibition. P27695. recombinant APE1, TAMRA/BHQ-2 abasic DNA cleavage fluorescence. Potency, µM (series often up to 65.8 µM), for the others: at the top dose activity change, negative = inhibition, usual class: inhibitors. 0.35% of 350,000 active;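 also: plate controls were vehicle for no effect and reference inhibitor for full effect; nearly all actives have a fitted effect of over 55% in size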
Target sequence (P27695 whole entry, looked up): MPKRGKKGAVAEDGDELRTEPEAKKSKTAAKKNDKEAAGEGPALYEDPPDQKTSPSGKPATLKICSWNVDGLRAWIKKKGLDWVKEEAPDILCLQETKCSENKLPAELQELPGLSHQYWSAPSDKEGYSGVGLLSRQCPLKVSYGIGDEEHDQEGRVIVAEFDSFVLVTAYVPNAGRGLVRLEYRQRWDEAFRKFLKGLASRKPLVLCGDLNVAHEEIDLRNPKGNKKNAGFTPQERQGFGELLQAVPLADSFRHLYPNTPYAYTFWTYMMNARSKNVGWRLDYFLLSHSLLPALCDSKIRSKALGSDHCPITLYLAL
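APE1 at 0.75 nM final was preincubated with compound 15 min at room temperature, then 50 nM double-stranded THF abasic-site substrate (5'-TAMRA/3'-BHQ-2) was added. Fluorescence (ex 525/em 598 nm) was read kinetically; third-minus-first read gave activity.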
Apoferritin bind: binds horse apoferritin like a general anesthetic. P02791. AID 485281. Potency, µM (series often up to 77.5 µM), for the others: at the top dose activity change, negative = displacement, hits mostly inhibitors. apoferritin/1-aminoanthracene competitive binding, fluorescence. 0.074% of 350,000 active; also: % is scaled to controls: 0 for no effect and ±100 for the full control effect; nearly all actives have a fitted effect of over 20% in size
Target sequence (P02791 2-175 limits assumed): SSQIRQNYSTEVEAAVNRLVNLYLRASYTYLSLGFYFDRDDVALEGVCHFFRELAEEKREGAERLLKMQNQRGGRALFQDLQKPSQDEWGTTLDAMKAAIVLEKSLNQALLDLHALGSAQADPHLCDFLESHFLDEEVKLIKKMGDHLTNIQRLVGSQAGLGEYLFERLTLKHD
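Read-out: endpoint 1-AMA fluorescence, excitation 380 nm and emission 535 nm, after compounds sit 10 min at room temperature with 10 uM horse-spleen apoferritin in 50% saturated 1-AMA/PBS. Values come from four-parameter Hill fits.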
POLI inh: inhibitors of human DNA polymerase iota | 1% of 390,000 active | Potency, µM (top dose mostly 115 µM), inactives show top-dose activity, negative = inhibition, usual class: inhibitors | AID 588590 | Pol iota fluorescent replication assay, 10 min
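Pol iota at 10 nM preincubated 15 min with compounds at room temperature; reaction started with fluorescent substrate, 50 nM final. Fluorescence read kinetically at 0 and 10 min; buffer-only wells as negative control.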
POLB inh: inhibitors of human DNA polymerase beta; 1.3% of 340,000 active; Potency, µM (top dose mostly 114 µM), for inactives: at the top dose activity change, negative = inhibition, most hits filed as inhibitors; Pol beta primer extension/strand displacement, fluorescence kinetic; AID 485314; P06746; also: % is scaled to controls: 0 for no effect and ±100 for the full control effect
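Human Pol beta at 10 nM; strand-displacement substrate 50 nM final. Compound exposure 15 min at room temperature before start, reaction 10 min at room temperature.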
Pol eta inh: DNA polymerase eta (human) inhibition | recombinant Pol eta, fluorescent DNA replication assay | Potency, µM (highest dose often 114 µM), inactives show at the highest dose activity change, negative = inhibition, usual class: inhibitors | 1.2% of 390,000 active | AID 588591; also: % is scaled to controls: 0 for no effect and ±100 for the full control effect
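Fluorescent replication assay: 50 nM final substrate added after a 15 min room-temperature compound preincubation with 10 nM enzyme. Signal taken at 0 min and again at 10 min.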
BLM inh: Bloom syndrome helicase (human) inhibition; 0.2% of 350,000 active; P54132; Potency, µM (doses to about 56.1 µM), inactives show at the top dose activity change, negative = inhibition, most hits filed as inhibitors; recombinant BLM DNA unwinding, fluorescence dequenching;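 also: plate controls were vehicle for no effect and no enzyme for full effect; nearly all actives have a fitted effect of over 35% in size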
G9a inh: blocks human histone lysine methyltransferase G9a | Potency, µM (doses to about 102 µM), for the others: at the top dose activity, negative = inhibition, actives largely listed as inhibitors | 8.8% of 350,000 active | AID 504332 | G9a H3K9 monomethylation, AlphaScreen, 2 h | Q96KQ7; also: % is scaled to controls: 0 for no effect and ±100 for the full control effect; nearly all actives have a fitted effect of over 75% in size
Target sequence (Q96KQ7 913-1193 limits assumed): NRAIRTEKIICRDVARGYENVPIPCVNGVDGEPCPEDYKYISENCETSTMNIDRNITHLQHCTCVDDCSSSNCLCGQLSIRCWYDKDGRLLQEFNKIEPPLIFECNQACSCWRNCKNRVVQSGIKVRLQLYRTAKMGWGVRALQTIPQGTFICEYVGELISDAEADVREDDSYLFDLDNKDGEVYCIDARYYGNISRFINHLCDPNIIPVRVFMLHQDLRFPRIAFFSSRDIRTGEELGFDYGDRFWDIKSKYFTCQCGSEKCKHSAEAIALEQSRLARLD
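Readings reflect AlphaScreen signal from monomethyl-H3K9 antibody detection. HMT at 20 nM; substrate b-H3K9 500 nM; cofactor SAM 20 uM; 2 h RT reaction; compounds tested as titrations in qHTS with 15 min preincubation.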
Pol kappa inh: inhibitors of human DNA polymerase kappa. 0.53% of 400,000 active. purified Pol kappa, fluorescent DNA synthesis assay, 10 min. Potency, µM (doses to about 107 µM), for inactives: at the highest dose activity, negative = inhibition, most hits filed as inhibitors. Q9UBT6; also: % is scaled to controls: 0 for no effect and ±100 for the full control effect
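Kinetic fluorescence screen: compound preincubated 15 min RT with 10 nM enzyme; 50 nM substrate (final) initiates; reads at 0/10 min.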
BAZ2B block: blocks human BAZ2B; Q9UIF8; AlphaScreen BAZ2B-H3K14Ac peptide displacement; Potency, µM (highest dose often 114 µM), without a hit: at the highest dose activity change, negative = inhibition, most hits filed as inhibitors; 4.4% of 360,000 active; AID 504333; also: % is scaled to controls: 0 for no effect and ±100 for the full control effect; nearly all actives have a fitted effect of over 60% in size
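Inhibition is scored as reduced AlphaScreen emission. The BAZ2B/b-H3(5-23)K14Ac complex (50 nM each) in PBS pH 7.4, 0.01% Tween-20 meets compound (up to 110 uM) for 30 min at RT before bead addition.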
Starred values were filed as active, the others as inactive; ? = inconclusive; . = not tested or not shown; [ ] = remark or other dose. Calls follow the shape of the dose curve; as a rule, active = well fitted curve in the direction sought with a large enough effect; inconclusive = small, poorly fitted or top-dose-only effect, or another doubt; inactive = no such curve, though single readings can be large; an effect the other way counts as inactive or inconclusive. Potency is read from the fitted curve at half-maximal effect. An excerpt. The share of hits here may be higher or lower than overall.

SMILES | APE1 inh | Apoferritin bind | POLI inh | POLB inh | Pol eta inh | BLM inh | G9a inh | Pol kappa inh | BAZ2B block
Nc1cc(=O)[nH]c(SCC(=O)Nc2cccc(Cl)c2)n1 | 0% | -10% | -2% | -3% | -11% | 2% | -8% | 2% | -2%
O=C(CCN1C(=O)/C(=C/c2ccccc2)SC1=S)NCCCN1CCOCC1 | 25% | -13% | -2% | 29% | -7% | 2% | 8% | 1% | -13%
COc1ccc(NS(=O)(=O)c2cc(NC(=O)CC(C)(C)C)ccc2N2CCCC2)cc1 | 13% | . | 13% | . | -15% | . | -22%[59 µM] | 8% | -20%
CC(=O)c1ccc(S(=O)(=O)N2CCCC(N(C)CCc3ccccn3)C2)cc1 (stereo not drawn) | 11% | -11% | -25% | 20% | 2% | 4% | ? | -8% | -20%
COc1ccc(C)cc1-n1[nH]nnc1=S | 3% | -12% | 15% | -17% | -21% | -10% | 6.3µM* | 4% | -23%
CCC1(C)Cc2c(sc3nnn(CC(=O)Nc4ccccc4C)c(=O)c23)CO1 (stereo not drawn) | 0% | -13% | 7%[58.9 µM] | 8% | -6% | -5% | . | 9% | 6%
Cn1ccsc1=NC(=O)c1ccc(CS(C)(=O)=O)cc1 | 47%[12.4 µM] | -5% | 27% | 4% | -12% | 2% | -2%[59 µM] | -4% | 4%
Oc1ccccc1CNc1nc2ccccc2n1CCN1CCCCC1 | -2% | -10% | 22% | 3% | -30% | -15% | ? | 3% | -34%
COc1ccc(C)cc1S(=O)(=O)NCC(c1ccco1)N1CCc2ccccc2C1 (stereo not drawn) | 12% | . | 15% | . | -4% | . | 16%[2.33 µM] | -8% | -4%
O=C(NCCNC(=O)c1ccco1)c1ccco1 | 37%[12.4 µM] | -7% | 46%[activator] | 16% | 2% | 2% | 7%[59 µM] | 3% | -3%
FC(F)(F)c1cccc(NC(=S)Nc2cccc(NC(=S)Nc3cccc(C(F)(F)F)c3)n2)c1 | -6% | -7% | 31%[activator] | -10% | -8% | -12% | . | -10% | ?
O=C(CSCc1nc2ccccc2[nH]1)N1CCN(c2cccc(Cl)c2)CC1 | 0% | -14% | -9% | 16% | -8% | -1% | ? | -4% | ?
Cc1c(OCC(=O)NC(Cc2ccc(Cl)cc2)C(=O)O)ccc2c(-c3ccccc3)cc(=O)oc12 (stereo not drawn) | 25% | -7% | 24% | 1% | ? | -6% | -7%[12.7 µM] | -10% | -2%
O=C(Nc1ccc(Cl)cc1)C1C2C=CC3(O2)C1C(=O)N(CCCN1CCCCC1)C3C(=O)NC1CCCCC1 (stereo not drawn) | 7% | -13% | -11% | 2% | -11% | 2% | 50µM* | -5% | 1%
CCCN(CC(=O)Nc1ccccc1OC)C(=O)CN1C(=O)NC2(CCCCC2)C1=O | -5% | . | 1% | . | -13% | . | -2%[2.33 µM] | -16% | 7%
COc1ccc(Cl)cc1N1C(=NC(=O)C2CCCCC2)SC2CS(=O)(=O)CC21 (stereo not drawn) | -2% | 2% | 32%[activator] | 19% | -10% | -8% | -11% | -13% | -10%[57.1 µM]
CC(C)Oc1ccc(N2CC(C(=O)Nc3ccc4c(c3)OCO4)CC2=O)cc1 (stereo not drawn) | -1% | -20% | 18% | -13% | -3% | 1% | 21% | -4% | -5%
O=C(c1cn(CC2CCCCC2)nn1)N1CCN(c2ccc(F)cc2)CC1 | 3% | ? | 53%[activator] | 3% | -13% | -3% | ? | 10% | ?
COC(=O)CCCC1=CC2=CC(=O)C(C)(OC(=O)c3cccs3)C(=O)C2=CN1CC(C)C (stereo not drawn) | -2%[12.4 µM] | -1% | ? | 24% | -20% | -9%[12.4 µM] | 7%[59 µM] | -10% | -15%
COCC(=O)N1CCC2(CCN(Cc3ccc(C#N)cc3)CC2)CC1 | 2% | . | . | . | . | 3% | -8%[12.7 µM] | -8%[60.1 µM] | .
O=C1CC(N2CCSCC2)C(=O)N1c1ccc(Br)cc1 (stereo not drawn) | -4% | -5% | 8% | -1% | -11% | 2% | . | 8% | -2%
Cc1cccc(N2CCN(C(=O)c3ccc4c(c3)c(C)c(C)n4C)CC2)c1C | . | 2% | -3% | 0% | -15% | -4% | -4%[59 µM] | -13% | 0%
O=C(Nc1cccc(C(F)(F)F)c1)c1cc2nc(-c3ccccc3)cc(C(F)(F)F)n2n1 | . | 0% | 11% | 27% | -9% | -1% | -5%[59 µM] | -6% | 4%
Cc1cc(CNC(=O)C2CCC(=O)N(CCc3cccc(F)c3)C2)nn1C (stereo not drawn) | 17% | -3% | 10% | 7% | -13% | 2% | 5% | 4% | -3%
N#Cc1nc(-c2ccco2)oc1NCc1ccco1 | -6% | 1% | 28% | 2% | 5% | -1% | -2%[12.7 µM] | 11% | -32%
Cc1ccc(S(=O)(=O)N2CCN(S(=O)(=O)N(C)C)CC2)cc1 | 0% | -8% | -2% | 3% | -11% | 0% | ? | -5% | -3%
Cc1cccc(N2CCN(S(=O)(=O)c3cc4c(cc3Cl)NC(=O)CO4)CC2)c1C | 27% | -21% | 13% | -29% | 0% | -3% | 20% | 0% | -18%
C=CCn1cc(Cl)c(=O)n(CC=C)c1=O | 19% | -2% | 16% | 37% | 14% | -3% | 8%[0.0925 µM] | -3% | 3%
Cc1ccc(S(=O)(=O)NCc2ccccc2)cc1C(=O)N(C)Cc1ccc(F)cc1 | 20% | -23% | 8% | 10% | 0% | -2% | 60%[activator] | -5% | 0%
Cn1cc(NC(=O)OCc2ccc(Cl)cc2)c(C(F)(F)F)n1 | 1% | -14% | 25% | 0% | ? | -1% | 9% | -2% | 13%

The closing two compounds of the part above open the next one.
SMILES | APE1 inh | Apoferritin bind | POLI inh | POLB inh | Pol eta inh | BLM inh | G9a inh | Pol kappa inh | BAZ2B block
Cc1ccc(S(=O)(=O)NCc2ccccc2)cc1C(=O)N(C)Cc1ccc(F)cc1 | 20% | -23% | 8% | 10% | 0% | -2% | 60%[activator] | -5% | 0%
Cn1cc(NC(=O)OCc2ccc(Cl)cc2)c(C(F)(F)F)n1 | 1% | -14% | 25% | 0% | ? | -1% | 9% | -2% | 13%
CC(C)c1ccccc1NC(=O)CNC(C)c1ccc(F)cc1 (stereo not drawn) | -4% | -14% | 9% | 0% | -21% | -3% | 22% | 0% | 3%
COc1ccc(NC(=O)Cn2c(=O)n(Cc3nc(C)no3)c(=O)c3cc4c(cc32)OCO4)cc1OC | . | -4% | -13% | -30% | -13% | 0% | -28%[59 µM] | 4% | -14%
N=c1c(C(=O)NCc2ccccc2)cc2c(=O)n3ccccc3nc2n1CCCN1CCOCC1 | -3% | 58%[activator] | 11% | 1% | ? | -4% | ? | -16% | -1%
O=C1CCCc2c1[nH]c1c(Br)cccc21 | -5% | ? | 23% | 13% | -10% | 2% | 24% | 5% | -1%
C[C@H](CO)N1C[C@H](C)[C@@H](CN(C)S(=O)(=O)c2ccc(F)cc2)Oc2ccc(NS(=O)(=O)c3ccc(F)cc3)cc2C1=O | -4% | . | 11% | . | -16% | . | . | 4% | .
CCOC(=O)C(CCCCC(NC(C)=O)(C(=O)OCC)C(=O)OCC)(NC(C)=O)C(=O)OCC | 1% | 2% | 129%[activator] | 2% | -22% | 0% | . | -1% | 1%
Cc1ccn2c(Nc3ccccc3C)c(-c3ccccc3)nc2c1 | . | 64%[activator] | -6% | 16% | -13% | -4% | -63%[59 µM] | 0% | ?
Cn1c(CCN2CCCCC2)nc2cc(NC(=O)NC3CCCCC3)ccc21 | 5% | ? | -11% | -8% | -2% | 3% | 8% | -24% | 14%
COc1ccc(OC)c(S(=O)(=O)Nc2ccc(OCC(=O)O)cc2)c1 | 14% | -11% | -9% | 36% | -6% | -1% | -26% | -1% | 15%
CCN(C(=O)CN1CCCc2ccccc21)c1c(N)n(Cc2ccccc2)c(=O)[nH]c1=O | -3% | -8% | . | 6% | . | 0% | 17%[59 µM] | . | 5%
CC(C)(C)C(=O)Nc1ccc(NC(=O)C(C)(C)C)cc1 | -1% | 41%[activator] | 8% | 9% | -7% | -1% | . | -11% | -1%
Cc1ccc(-n2ncc3c2CCCC3NC(=O)c2ccoc2)cc1C (stereo not drawn) | 20% | -17% | 12% | 3% | ? | -1% | 16% | -18% | -17%
Cc1nc(COc2cccc(Cl)c2)sc1C(=O)/C=C/N(C)C | 3% | 0% | ? | 2% | -12% | -10% | -9%[59 µM] | -36% | ?
Cn1cc(/C=N/NC(N)=S)c2ccccc21 | -1% | 8% | 36%[activator] | -1% | -13% | -2% | -12%[59 µM] | -12% | -32%
Cc1ccc(SCCC(=O)OCC(=O)NCC2CCCCC2)cc1 | ? | ? | -10% | -15% | 0% | -9% | 45% | -7% | 59%[activator]

Printed as active in G9a inh, among the entries above:
SMILES | APE1 inh | Apoferritin bind | POLI inh | POLB inh | Pol eta inh | BLM inh | G9a inh | Pol kappa inh | BAZ2B block
COc1ccc(C)cc1-n1[nH]nnc1=S | 3% | -12% | 15% | -17% | -21% | -10% | 6.3µM* | 4% | -23%
O=C(Nc1ccc(Cl)cc1)C1C2C=CC3(O2)C1C(=O)N(CCCN1CCCCC1)C3C(=O)NC1CCCCC1 (stereo not drawn) | 7% | -13% | -11% | 2% | -11% | 2% | 50µM* | -5% | 1%

Next part.
SMILES | APE1 inh | Apoferritin bind | POLI inh | POLB inh | Pol eta inh | BLM inh | G9a inh | Pol kappa inh | BAZ2B block
Cc1cc(C)cc(-n2c(SCC(=O)Nc3ccc4c(c3)OCO4)nc3c([nH]c4ccccc43)c2=O)c1 | . | -9% | -6% | 1% | -4% | -7% | 14%[59 µM] | -8%[60.1 µM] | 1%
CC(C)Cn1cnc2c(c(-c3ccccc3)c(-c3ccccc3)n2Cc2ccco2)c1=N | 6% | -12% | -13% | 2% | -1% | -6% | ? | -16% | ?
COc1cccc(CNc2ncnc3c2nnn3C)c1 | . | -11% | 6% | 12% | -4% | 0% | 44%[59 µM] | -11%[60.1 µM] | 7%
COc1cc2c(cc1OC)/C(=C/C(=O)c1ccc(F)cc1)NCC2 | -6% | 2% | 215%[activator] | -3% | -20% | -13% | 79µM* | -15% | 50µM*
CCc1ccc(C(=O)c2cn(CC(=O)Nc3ccc4c(c3)OCO4)c3ccc(CC)cc3c2=O)cc1 | . | -13% | -94% | 4.5µM* | 89µM* | -18% | ? | -5% | 79µM*
CCn1c(SCc2ccccc2Cl)nc2ccccc21 | -2% | 1% | -8% | 16% | -10% | -10% | 379%[activator] | -13% | 102%[activator][57.1 µM]
